Screening data deposited in PubChem by National Center for Advancing Translational Sciences (NCATS).
GLP1R ag = qHTS of GLP-1 Receptor Agonists. Potency, µM (highest dose often 45.6 µM), without a hit: at the highest dose activation, actives largely listed as activators. AID 624172, 2012. 0.007% of 380,000 active. HEK293 GLP-1R CRE-luciferase, luminescence, 4-6 h; cells express a hypersensitive GLP-1R form; note: potency is the fitted concentration of half-maximal effect; % of control where 0% means no effect
PLK1 PBD block = qHTS for Inhibitors of PLK1-PDB (polo-like kinase 1 - polo-box domain): Primary Screen; Potency, µM, inactives show max response, negative = inhibition, usual class: inhibitors; Serine/threonine-protein kinase PLK1 (Homo sapiens), P53350; 2.8% of 360,000 active; Plk1 PBD binding of FITC phosphopeptide, fluorescence polarization; note: potency is the fitted concentration of half-maximal effect; series mostly up to about 57 µM; % is set by controls: 0 for no effect and ±100 for the full control effect; nearly all actives have a fitted effect of over 65% in size
PTHR1 agonist = qHTS for PTHR1 Agonists: Primary Screen. Parathyroid hormone/parathyroid hormone-related peptide receptor (Homo sapiens), Q03431. HEK293 GP2 PTHR1 cells, GloSensor cAMP luminescence, 1 h. Potency, µM (series often up to 115 µM), without a hit: at the top dose activation, actives largely listed as activators. 0.075% of 410,000 active. AID 743266, 2014; note: potency is the fitted concentration of half-maximal effect; nearly all actives have a fitted effect of over 55% in size; some results filed as inactive show a strong effect at the top dose; inactives centre near -15; many of its hits are not listed in these tables
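HEK-293-derived GP2 cells expressing PTHR1 and a GloSensor cAMP reporter, 3,000/well, plated overnight, given luciferin plus IBMX (each 0.5 mM as added) for 1 h at 37 °C, then compound for 1 h at 37 °C. Luminescence was read after 15 min at room temperature.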
EPAC1 antagonist = qHTS for Antagonist of cAMP-regulated guanine nucleotide exchange factor 3 (EPAC1): primary screen. Rap guanine nucleotide exchange factor 3 (Homo sapiens), O95398. EPAC1 GEF assay, Rap1b-BODIPY-GDP exchange fluorescence. Potency, µM (doses to about 115 µM), for inactives: at the highest dose activity change, negative = inhibition, actives largely listed as inhibitors. 0.14% of 360,000 active. AID 720709, 2013;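 note: potency is the fitted concentration of half-maximal effect; plate controls were vehicle for no effect and positive control for full effect; nearly all actives have a fitted effect of over 50% in size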
Target sequence (O95398 whole entry, looked up): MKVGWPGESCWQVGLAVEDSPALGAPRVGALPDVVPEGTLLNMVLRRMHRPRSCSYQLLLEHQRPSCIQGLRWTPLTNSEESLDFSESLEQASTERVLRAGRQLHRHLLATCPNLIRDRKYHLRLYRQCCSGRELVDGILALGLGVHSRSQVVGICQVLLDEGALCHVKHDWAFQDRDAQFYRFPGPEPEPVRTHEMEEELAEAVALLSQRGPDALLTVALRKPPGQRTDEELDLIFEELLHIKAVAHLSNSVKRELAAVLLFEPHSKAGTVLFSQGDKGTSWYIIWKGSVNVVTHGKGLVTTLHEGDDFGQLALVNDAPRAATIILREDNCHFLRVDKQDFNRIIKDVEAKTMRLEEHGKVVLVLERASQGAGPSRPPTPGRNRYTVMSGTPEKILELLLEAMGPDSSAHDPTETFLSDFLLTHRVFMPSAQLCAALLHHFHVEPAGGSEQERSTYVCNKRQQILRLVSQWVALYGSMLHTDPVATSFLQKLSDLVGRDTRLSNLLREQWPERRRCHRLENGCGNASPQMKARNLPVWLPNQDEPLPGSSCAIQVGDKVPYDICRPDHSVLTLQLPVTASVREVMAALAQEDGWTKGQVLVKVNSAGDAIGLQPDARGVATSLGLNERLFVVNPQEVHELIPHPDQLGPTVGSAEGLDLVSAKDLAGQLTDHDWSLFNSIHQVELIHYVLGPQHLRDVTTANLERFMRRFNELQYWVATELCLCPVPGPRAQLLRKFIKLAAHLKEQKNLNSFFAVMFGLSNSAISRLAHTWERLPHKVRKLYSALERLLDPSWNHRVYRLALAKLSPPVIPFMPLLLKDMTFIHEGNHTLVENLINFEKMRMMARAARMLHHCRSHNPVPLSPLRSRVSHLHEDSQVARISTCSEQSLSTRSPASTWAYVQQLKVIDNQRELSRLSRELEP
GLP-1R inv ag = qHTS of GLP-1 Receptor Inverse Agonists (Inhibition Mode); HEK293 GLP-1R CRE-luciferase, luminescence, 24 h; GLP-1R form is constitutively active; Potency, µM (doses to about 38.3 µM), for inactives: at the highest dose activity change, negative = inhibition, hits mostly inhibitors; 1.6% of 410,000 active; AID 624417, 2012; note: potency is the fitted concentration of half-maximal effect; % is set by controls: 0 for no effect and ±100 for the full control effect; nearly all actives have a fitted effect of over 55% in size
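Inverse agonism was detected as reduced cAMP-driven luciferase luminescence after 24 h compound treatment. The cells were HEK293 clones expressing constitutively active human GLP-1R with the reporter. Reporter-only and GPR119 cell lines served as counterscreen controls.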
IL2 activator = qHTS of IL-2 Activators; AID 652025, 2013; 0.065% of 360,000 active; IL-2 activation reporter assay, cell-based qHTS; stimulated with anti-CD3/CD4/CD28 beads; in transgenic mouse T cells; activation, % (series mostly up to about 46 µM); in the data active = activation above about 50%; inconclusive = mostly about 30% to 49%; note: 0% is about no effect
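EGFP and DsRed fluorescence is measured by plate cytometry in unstimulated transgenic mouse T cells exposed to compound for 60 minutes, then stimulated 18 hours at 37 degrees C with anti-CD3/anti-CD4 beads plus anti-CD28.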
GLP1R cytotox = qHTS of GLP-1 Receptor Inverse Agonists: Cytotox Screen | 0.13% of 410,000 active | HEK293 cAMP-luciferase reporter cells, luminescence, 24 h | Potency, µM (series often up to 38.3 µM), for inactives: top-dose activity change, negative = inhibition, hits mostly inhibitors;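 note: loss of luciferase light is scored as toxicity; potency is the fitted concentration of half-maximal effect; % is set by controls: 0 for no effect and ±100 for the full control effect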
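Quantitative HTS format, 1536 wells, 200 cells/uL seeded. Compounds: 23 nL, 24 h, 37 °C. Detection: luciferase reagent, luminescence at 12 min RT; decreased signal taken as cytotoxic.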
EPAC1 agonist = qHTS for Agonist of cAMP-regulated guanine nucleotide exchange factor 3 (EPAC1): primary screen | 0.073% of 360,000 active | Potency, µM (highest dose often 154 µM), for the others: top-dose activation, hits mostly activators | EPAC1 agonist qHTS, biochemical assay; response scale: 100% = response to 6.5 mM cAMP; note: potency is the fitted concentration of half-maximal effect; nearly all actives have a fitted effect of over 60% in size
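Compounds were pinned as a concentration titration into mixtures of EPAC1 (100 nM), BODIPY-GDP-loaded Rap1B (250 nM) and GDP (50 uM). After 5 min at room temperature, fluorescence was followed for 30 min; activity was scaled to 6.5 mM cAMP.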
PI5P4K alpha inh = qHTS for Inhibitors of phosphatidylinositol 5-phosphate 4-kinase (PI5P4K) | 1.2% of 330,000 active | AID 652105, 2013 | PI5P4Kalpha enzyme, ADP-Glo luminescence, 60 min; stronger effect = lower value | max response, % | Phosphatidylinositol 5-phosphate 4-kinase type-2 alpha (Homo sapiens), P48426; active = max response of -50% or lower; inconclusive = between -30% and -50%; inactive = -30% or higher; note: value at the top dose of about 77 µM; % is set by controls: 0 for no effect and ±100 for the full control effect
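qHTS, 1536-well: enzyme/substrate mix, compound by pin tool, 5 microM ATP final; RT 60 min; ADP-Glo reagents 1 (45 min) then 2 (30 min); luminescence.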
Starred values were filed as active, the others as inactive; i = inactive; ? = inconclusive; · = no result given; & = joins results of further samples; [ ] = remark or other dose. Unless noted, calls come from the whole dose curve; as a rule, active = well fitted curve in the direction sought with a large enough effect; inconclusive = small, poorly fitted or top-dose-only effect, or another doubt; inactive = no such curve, though single readings can be large; an effect the other way counts as inactive or inconclusive. A portion of the library. The share of hits here may be higher or lower than overall.

Molecule,PLK1 PBD block,GLP1R ag,PI5P4K alpha inh,EPAC1 antagonist,IL2 activator,EPAC1 agonist,PTHR1 agonist,GLP1R cytotox,GLP-1R inv ag
CC1(C)CC(=O)C(N=Nc2cccnc2)=C(O)C1,-8%,5%,1,12%,5.5,2%,-10%,-25%,37%[activator]
CCCCCCn1cc(CN2CC(N(C)CC)CS2(=O)=O)nn1 (stereo not drawn),-5%,3%,-1,18%,1.2,-25%,i,-13%,19%
O=C1CCC(C(=O)N(CCO)Cc2ccccc2)CN1CCc1cccc(F)c1 (stereo not drawn),4%,-4%,1,10%,-2.0,-11%,i,-8%,0%
CC(=O)O[C@]1(C(C)=O)CC[C@H]2[C@@H]3C=C(C)C4=CC(=O)CC[C@@H]4[C@H]3CC[C@@]21C,-5%,-1%,-11,13%,0.2,-27%,-27%,0%,3%
CN(C)C(=O)COc1ccc(Oc2ccccc2)cc1,5%,-5%,-4,13%,1.2,3%,-20%,?,19%
CC(/C=N/NC(=O)CSc1ccccn1)=C\c1ccc(C(C)C)cc1,-8%,2%,-5,-10%,0.8,-1%,i,-18%,?
CCCCOc1ccc2c(c1)C(=O)c1cc(O)ccc1-2,-10%,?,30,-18%,1.9,10%,i,18%[7.66 µM],79%[activator][7.66 µM]
CCC(=O)N(Cc1cc(=O)[nH]c2ccccc12)C1CCCCC1,24µM*,-1%,-12,-2%,-2.4,-4%,-4%[57.5 µM],-11%,5%
Cc1nc2sc(C)c(C)c2c(=O)[nH]1,-2%,-4%,-4,6%,-0.6,-3%,i,-9%,23%
CC1(C)OC(=O)C(=NNc2ccc(Br)cc2)C(=O)O1,-11%,9%,-7,5%,-2.1,0%,-44%[inhibitor],-27%,1%
COC(=O)c1ccc(C(=O)OC)c(NC(=O)CN(c2ccccc2)S(=O)(=O)N(C)C)c1,-8%,-3%&6%,0,2%,-0.9,16%,-24%,9%&2%,3%&-4%
Cc1c(NC(=O)COC(=O)c2ccc[nH]c2=O)c(=O)n(-c2ccccc2)n1C,-4%,2%,1,-16%,-0.8,-2%,i,-1%,5%
Cc1ccc(C)c(S(=O)(=O)N2CCN(C(=O)CCC(=O)c3cc(C)sc3C)CC2)c1,0%,-4%,1,-15%,-1.1,30%,-28%,9%,?
CCN(C[C@H]1N[C@@](CC)(C(=O)OC)[C@H]2C(=O)N(C)C(=O)[C@@H]12)C(C)=O,1%,-2%,3,4%,0.8,-16%,-14%,-9%,18%
Cc1nc(/N=C(\N)NC(=O)c2ccccc2)nc2ccccc12,-7%,35%,·,-3%,-3.1,10%,-41%[inhibitor],9%,9%
Cc1ccc(CCNC(=O)C2CCCN(S(=O)(=O)c3cccc4nsnc34)C2)cc1 (stereo not drawn),-8%,0%,-1,9%,-0.7,5%,-9%,14%,-27%
Cc1cnc(CN(C)C(=O)C2CCC(=O)N(CCc3ccc(Cl)cc3)C2)[nH]1 (stereo not drawn),-5%,-7%,-2,5%,-2.2,12%,i,2%,-6%
Cc1ccc(/C=N/NC(=O)CSc2nc3ccccc3n2Cc2ccccc2)o1,-25%,16%,-15,1%,-0.9,-4%,-19%,-12%,5%
COC(=O)C(C)NC(=O)C1CCCN1C(=O)CNC(=O)OCc1ccccc1 (stereo not drawn),1%,7%,2,14%,0.2,1%,i,-2%,8%
COc1ccc(C(=O)C(CN2CCCC2)c2ccccc2)cc1 (stereo not drawn),-10%,-17%,1,-17%,-3.9,2%,-31%[inhibitor],?,5.6µM*
COC(=O)c1ccc(N2C(=O)CC(N3CCN(C(=O)c4ccco4)CC3)C2=O)cc1 (stereo not drawn),0%,-19%,·,10%,-1.3,2%,-8%[57.5 µM],10%,0%
COc1cccc(/C=C/C(=O)OCC(=O)NCCNC(=O)COC(=O)/C=C/c2cccc(OC)c2)c1,-2%,9%,6,2%,0.4,-6%,i,-3%,-14%
Cc1ccc(S(=O)(=O)N(C)C)cc1NC(=O)COC(=O)Cc1ccc(Br)cc1,19µM*,5%,-22,-13%,-2.3,14%,-12%,8%,11%
O=C(OCC(=O)N1CCOCC1)c1ccc(N2CCOCC2)c([N+](=O)[O-])c1,-17%,6%,-4,-7%,1.9,9%,i,10%,38%[activator]

Profiles as entered above. Order of screens: PLK1 PBD block	GLP1R ag	PI5P4K alpha inh	EPAC1 antagonist	IL2 activator	EPAC1 agonist	PTHR1 agonist	GLP1R cytotox	GLP-1R inv ag
COC(=O)c1ccc(N2C(=O)CC(N3CCN(C(=O)c4ccco4)CC3)C2=O)cc1 (stereo not drawn) reads 0%	-19%	·	10%	-1.3	2%	-8%[57.5 µM]	10%	0%
Cc1cnc(CN(C)C(=O)C2CCC(=O)N(CCc3ccc(Cl)cc3)C2)[nH]1 (stereo not drawn) reads -5%	-7%	-2	5%	-2.2	12%	i	2%	-6%
COC(=O)C(C)NC(=O)C1CCCN1C(=O)CNC(=O)OCc1ccccc1 (stereo not drawn) reads 1%	7%	2	14%	0.2	1%	i	-2%	8%
Cc1ccc(CCNC(=O)C2CCCN(S(=O)(=O)c3cccc4nsnc34)C2)cc1 (stereo not drawn) reads -8%	0%	-1	9%	-0.7	5%	-9%	14%	-27%

(listing goes on)
Molecule,PLK1 PBD block,GLP1R ag,PI5P4K alpha inh,EPAC1 antagonist,IL2 activator,EPAC1 agonist,PTHR1 agonist,GLP1R cytotox,GLP-1R inv ag
CCOC(=O)c1[nH]c2ccc(OC)cc2c1NS(=O)(=O)c1ccc(Cl)s1,3%,5%,-5,-10%,-0.5,-10%,-27%,0%,?
COC(=O)C1C(O)=C(C=Nc2ccc(N)cc2)C(=O)CC1(C)C (stereo not drawn),0%,-10%,-1,1%,1.1,0%,22%[57.5 µM],-26%,1%
O=C(Nc1ccc2snnc2c1)Nc1cccc2ccccc12,30µM*,-17%,2,-11%,-0.6,4%,-18%[57.5 µM],?,10µM*
COc1ccc(-c2cc(C(=O)NCc3ccc(C(F)(F)F)cc3)[nH]n2)c(C)c1,8%,-3%,-2,-25%,0.0,-6%,-44%[inhibitor],-12%,?
CCN1C(=O)C(CC(=O)Nc2ccc(C)cc2C)Nc2cc(S(=O)(=O)N(C)C)ccc21 (stereo not drawn),-5%,15%,2,-2%,-0.6,14%,-9%,4%,-1%
Cn1c(=O)[nH]c2c(nc(-c3ccc(Cl)cc3)n2C)c1=O,-8%,1%,-21,11%,0.0,7%,i,55%[activator],17%
N#C/C(=C(/O)C(Cl)c1ccccc1)c1nc2ccccc2s1 (stereo not drawn),-15%,-3%,-21,-1%,16,-5%,-36%[inhibitor],7%,0%
COc1ccc(OC)c(C=Cc2ccc([N+](=O)[O-])cc2)c1,-12%,2%,6,1%,-0.1,9%,i,64%[activator],4%
CC1CCCN(c2ccc(C(=O)NCCc3ccccc3)cn2)C1 (stereo not drawn),-11%,-1%,·,-3%,-0.9,13%,-54%[inhibitor][57.5 µM],4%,13%
O=C(/C=C/c1ccccc1)NCCOc1ccccc1,-3%,0%,9,4%,1.0,-6%,i,25%,0%
Cc1ccc(NS(=O)(=O)c2cccc(C(=O)NCCCN3CCOCC3)c2)cc1,-4%,-16%,-2,3%,-0.5,-1%,0%,-5%,1%
O=C(OCCOc1ccccc1)c1cccc(S(=O)(=O)N2CCOCC2)c1,3%,-1%,2,12%,-5.9,0%,-43%[inhibitor],-1%,9%

Molecules shown so far with a nitro group on carbon:
Molecule,PLK1 PBD block,GLP1R ag,PI5P4K alpha inh,EPAC1 antagonist,IL2 activator,EPAC1 agonist,PTHR1 agonist,GLP1R cytotox,GLP-1R inv ag
O=C(OCC(=O)N1CCOCC1)c1ccc(N2CCOCC2)c([N+](=O)[O-])c1,-17%,6%,-4,-7%,1.9,9%,i,10%,38%[activator]
COc1ccc(OC)c(C=Cc2ccc([N+](=O)[O-])cc2)c1,-12%,2%,6,1%,-0.1,9%,i,64%[activator],4%

Further records:
Molecule,PLK1 PBD block,GLP1R ag,PI5P4K alpha inh,EPAC1 antagonist,IL2 activator,EPAC1 agonist,PTHR1 agonist,GLP1R cytotox,GLP-1R inv ag
CCN1CCN(C(CNS(=O)(=O)c2ccc(OC)c(C)c2)c2cccnc2)CC1 (stereo not drawn),-4%,10%,1,0%,-0.1,4%,i,3%,14%
CC(=O)Nc1cc(-c2cccc(C(=O)NCCO)c2)cn2c(-c3ccc(F)cc3)cnc12,-15%,5%,-10,4%,1.1,-4%,-3%,-2%,12%
O=C(CN(C(=O)CCC(=O)Nc1ccccn1)c1ccccc1F)NCc1ccc2c(c1)OCO2,-6%,-1%,-10,-3%,2.7,-9%,i,8%,-6%
OC(CNCCc1ccc(Cl)cc1)COc1ccc2ccccc2c1 (stereo not drawn),3%,7%,81,-10%,-1.3,16%,i,?,?
S=c1[nH]nc(Cc2noc3ccccc23)n1-c1ccc(Cl)cc1,-23%,0%,-10,2%,-4.2,7%,-23%,13%,-13%
